Bioassay records deposited in PubChem by National Center for Advancing Translational Sciences (NCATS).
PI4K2A inh = blocks human PI4K2A kinase activity. AID 1346378. purified PI4K2A, ADP-Glo luminescence, 1 h; active compounds read low. 420,000 tested, 0.13% active. Q9BTU6. activity change, negative = inhibition, % at 76.9 µM; in the data active means activity change below about -50%; inconclusive means mostly about -30% to -49%;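 further: -100% = wells without enzyme as full effect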
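In this quantitative HTS, ADP production by PI4K2A was quantified luminescently after 1 h at ambient temperature; 100 microM adenosine served as plate-quality control.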
Vif-A3G inh = inhibitors of Vif-APOBEC3G interaction | HeLa A3G-eYFP + Vif (tagged APOBEC3G with the HIV-1 protein that degrades it), YFP fluorescence, overnight | Potency, µM (titrated, usually from 46.1 µM), for inactives: top-dose activity, negative = active, hits mostly inhibitors | 410,000 tested, 0.076% active;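 further: potency means the concentration at half of the fitted maximal effect; on the % scale 0 is the no-effect control and ±100 the full control effect; nearly all actives have a fitted effect of over 60% in size; hits raise eYFP signal because A3G escapes Vif-driven loss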
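Read-out is eYFP fluorescence (Ex 488/Em 500-530) from Vif-expressing HeLa A3G-eYFP cells; more signal means A3G escaped Vif-mediated degradation. Cells plated overnight, compound pinned in, incubated overnight at 37 deg C.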
RXFP1 agonist = agonists of human relaxin receptor RXFP1. Q9HBX9. HEK293T-RXFP1 cAMP TR-FRET, 30 min; response scale: percent of porcine relaxin response, buffer zero. Potency, µM (highest dose often 57.5 µM), for the others: top-dose activation, most hits filed as activators. 370,000 tested, 0.3% active. AID 2676; further: potency means the concentration at half of the fitted maximal effect; on the % scale 0 is the no-effect control and ±100 the full control effect; nearly all actives have a fitted effect of over 60% in size; many of its hits are not listed in these tables
Target sequence (Q9HBX9 whole entry, looked up): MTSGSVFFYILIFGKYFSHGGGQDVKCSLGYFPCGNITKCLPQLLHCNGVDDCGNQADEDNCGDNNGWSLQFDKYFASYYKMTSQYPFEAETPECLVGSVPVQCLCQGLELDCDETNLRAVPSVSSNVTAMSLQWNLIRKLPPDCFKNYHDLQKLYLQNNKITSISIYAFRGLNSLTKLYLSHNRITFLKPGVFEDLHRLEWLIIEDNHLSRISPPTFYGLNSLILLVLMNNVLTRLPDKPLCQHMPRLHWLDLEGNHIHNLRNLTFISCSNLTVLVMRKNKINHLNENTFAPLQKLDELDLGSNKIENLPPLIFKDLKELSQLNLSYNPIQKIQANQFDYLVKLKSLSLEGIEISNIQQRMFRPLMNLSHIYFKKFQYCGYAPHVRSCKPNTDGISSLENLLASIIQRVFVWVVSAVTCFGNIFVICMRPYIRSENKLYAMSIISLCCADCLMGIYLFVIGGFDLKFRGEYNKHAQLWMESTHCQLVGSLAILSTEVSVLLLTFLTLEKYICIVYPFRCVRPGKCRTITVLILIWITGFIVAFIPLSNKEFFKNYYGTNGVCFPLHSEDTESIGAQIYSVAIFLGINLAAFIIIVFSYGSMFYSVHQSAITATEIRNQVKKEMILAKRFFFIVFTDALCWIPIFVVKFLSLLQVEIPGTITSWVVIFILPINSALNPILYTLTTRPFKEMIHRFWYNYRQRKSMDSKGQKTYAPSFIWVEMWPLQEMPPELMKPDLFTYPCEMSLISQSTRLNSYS
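HEK293 cells stably expressing RXFP1, treated 30 min at 37C with compounds plus PDE4 inhibitor Ro 20174; cAMP measured by HTRF TR-FRET. Normalized to buffer and 29 nM porcine relaxin; EC50 by Hill fit.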
LDHA inh = LDHA (human) enzyme inhibition | P00338 | AID 1347041 | activity change, % (values are at about 110 or 230 µM) | purified LDHA, NADH/diaphorase-resazurin fluorescence; active compounds read low | 480,000 tested, 0.15% active; in the data active means activity change below about -30%; inconclusive means mostly about -25% to -30%;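 further: plate controls were DMSO wells for no effect and wells without enzyme for full effect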
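Human LDH5 (2 nM) was incubated with 0.06 mM NADH and 0.2 mM pyruvate for 5 min at room temperature in Tris pH 7.4. Remaining NADH was coupled through diaphorase/resazurin, and resorufin fluorescence was read at 0 and 20 min.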
Vif-APOBEC3F blk = Vif-A3F binding inhibition | 390,000 tested, 0.2% active | AID 602313 | Potency, µM (doses to about 46.1 µM), inactives show at the top dose activity, negative = active | HeLa A3F-eYFP + Vif (tagged APOBEC3F with the HIV-1 protein that degrades it), YFP fluorescence increase; further: potency means the concentration at half of the fitted maximal effect; % of control where 0% means no effect; nearly all actives have a fitted effect of over 65% in size
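Fluorescence increase (Ex 488/Em 500-530) after overnight compound treatment at 37 deg C flags inhibition of Vif-driven A3F-eYFP loss in stable HeLa A3F-eYFP/Vif cells seeded overnight beforehand.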
TrxR1 substrate = substrates of rat thioredoxin reductase 1; 390,000 tested, 0.01% active; Potency, µM (doses to about 114 µM), for the others: at the top dose activity change, negative = substrate turnover; AID 588456; purified TrxR1 substrate turnover, NADPH consumption readout; further: potency means the concentration at half of the fitted maximal effect; on the % scale 0 is the no-effect control and ±100 the full control effect; nearly all actives have a fitted effect of over 50% in size
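Rat TrxR1, dispensed at 90 nM, was prereduced with 400 uM NADPH (final) for 5 min at ~22 deg C, then incubated with compound 15 min before 400 uM selenite. A first-read NADPH fluorescence drop versus no-compound background flagged substrates.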
USP1 inh = USP1/UAF1 (human) deubiquitinase inhibition; recombinant USP1/UAF1, Ub-Rhodamine cleavage fluorescence; Potency, µM (doses to about 57.1 µM), for the others: at the highest dose activity change, negative = inhibition, most hits filed as inhibitors; 390,000 tested, 0.23% active; further: potency means the concentration at half of the fitted maximal effect; on the % scale 0 is the no-effect control and ±100 the full control effect; nearly all actives have a fitted effect of over 60% in size; inactives centre near -12
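High-throughput fluorogenic screen: 1nM USP1/UAF1 complex, Ub-Rho substrate 150nM final, 50mM HEPES pH 7.8 with 0.5mM EDTA, 0.1 mg/ml BSA, 1mM TCEP and 0.01% Tween-20.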
mIDH1 inhibitor = inhibitors of human mutant IDH1 R132H; O75874; Potency, µM (top dose mostly 76.6 µM), for the others: at the top dose activity change, negative = inhibition, most hits filed as inhibitors; 390,000 tested, 0.093% active; IDH1-R132H enzyme, NADPH consumption, diaphorase/resazurin fluorescence; AID 602179; further: potency means the concentration at half of the fitted maximal effect; on the % scale 0 is the no-effect control and ±100 the full control effect; nearly all actives have a fitted effect of over 65% in size
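IDH1-R132H (0.5 ug/mL) preincubated 30 min with compound, then NADPH (0.016 mM) and alpha-KG (2 mM) added; 80 min at RT, pH 7.5. Remaining NADPH coupled via diaphorase/resazurin to fluorescence (540/590 nm); concentration-response curves normalized to no-enzyme control.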
Glioma ERSR ind = induces the endoplasmic reticulum stress response in human glioma cells. Potency, µM, for the others: at the top dose activation, hits mostly activators. U87-MG GRP78 promoter luciferase reporter, 16 h. 420,000 tested, 0.02% active; further: potency means the concentration at half of the fitted maximal effect; series mostly up to about 76 µM; % of control where 0% means no effect; nearly all actives have a fitted effect of over 35% in size
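ERSR induction read as luciferase luminescence (Bright-Glo, 10 min at room temperature) in stably transfected human U87-MG glioma cells exposed to compounds for 16 h, using GRP78 as sensor.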
An asterisk follows results filed as active; ? = inconclusive; · = no result given; & = joins results of further samples; [ ] = remark or other dose. Unless noted, the call rests on the fitted dose curve; in most records, active means well fitted curve in the direction sought with a large enough effect; inconclusive means small, poorly fitted or top-dose-only effect, or another doubt; inactive means no such curve, though single readings can be large; an effect the other way counts as inactive or inconclusive. A portion of the library; count on the stated rates, not on these rows.

SMILES	PI4K2A inh	Vif-A3G inh	RXFP1 agonist	LDHA inh	Vif-APOBEC3F blk	TrxR1 substrate	USP1 inh	mIDH1 inhibitor	Glioma ERSR ind
COc1ccc(Cc2nnc(NC(=O)Nc3cccc(OC)c3)s2)cc1	6	0%	-1.0%	-8	-6%	9%[57.1 µM]	?	-1%	-4%
CCOC(=O)c1cc(CC)sc1NC(=O)COC(=O)c1ccccn1	1	-7%	0.8%	2	3%	6%[57.1 µM]	-16%	12%	0%
Cc1cc(C)n2cc(COc3ccccc3)nc2n1	1	0%	3.5%	-4	-8%	193%[activator]	-21%	0%	0%
COc1ccc(C(=O)NCCCN2CCOCC2)cc1Br	-1	1%	-0.4%	-4	-5%	-3%[11.4 µM]	-1%	-10%	0%
CCOc1ncccc1C(=O)OCC(=O)NC(=O)c1ccccc1	2	1%	-2.7%	0	2%	-2%	-16%	3%	-2%
N#CCCN(Cc1cccs1)C(=O)Nc1ccc(F)cc1	3	2%	2.7%	-11	-6%	-5%	-7%	-9%	-3%
COc1cccc(COC(=O)c2ccc3c(=O)n4c(nc3c2)CCC4)c1OC	-2	-3%	1.6%	-9	1%	7%[57.1 µM]	-19%	0%	-2%
N#Cc1ccc(CN2CCN(C(=O)c3cn(Cc4ccccc4)nc3-c3cccnc3)CC2)cc1	8	7%	2.0%	-6	-4%	0%	-15%	0%	-4%
CCN1CCN(CCNC(=O)c2ccc3c(c2)NC(=O)/C(=C\c2ccc(OC)c(OC)c2)S3)CC1	0	-1%	0.2%	1	-2%	3%	-25%	1%	-5%
Cc1occc1-c1nnc(SCC(=O)N2CCN(c3ccc(F)cc3)CC2)n1C	-2	2%	0.0%	0	-8%	-7%	-6%	10%	-3%
NC(=O)c1ccc(NCCc2ccco2)cc1	3	-1%	·	8	·	·	·	·	-3%
CCOC(=O)C1CCN(C(=O)c2ccc3c(c2)sc2nc(-c4ccccc4)cn23)CC1	-5	-14%	-0.4%	1	0%	-4%	-16%	-12%	-5%
CCc1cccc2c(C(=O)CN3C(=O)C(=O)N(C4CCCC4)C3=O)c[nH]c12	5	0%	-0.5%	-4	-13%	-15%	-15%	0%	-4%
CCN(Cc1nc(-c2ccc(OC)cc2)no1)C(=O)c1ccc2c(c1)OCO2	-3	3%	3.9%	-9	5%	1%[57.1 µM]	-5%	13%	-2%
O=C1N=C(N2CCOCC2)SC1=C1CCCCC1	1	1%	1.5%	-1	14%	-2%	-30%	-1%	3%
Cc1onc(-c2ccccc2Cl)c1C(=O)NNC(=O)c1ccccc1F	0	0%	-2.2%	-8	7%	-3%	-22%	-1%	-2%
C=CCSc1nsc(NC(=O)Nc2ccc(F)cc2)n1	-1	1%	0.7%	-2	3%	-9%	-24%	6%	4%
COc1ccc(-c2cc(C(F)(F)F)nc(SCCC(=O)NCc3ccccc3)n2)cc1	-3	1%	0.3%	-5	-5%	1%	?	2%	-8%
Cc1nn(CC(=O)O)c(C)c1C	5	1%	-2.4%	-1	0%	-3%	-8%	0%	-3%
CC1CC(C)CN(Cc2nc(N)nc(Nc3ccccc3)n2)C1 (stereo not drawn)	-15	1%	0.0%	-2	8%	-2%	-19%	0%	-6%
COc1cccc(OC)c1OCCNCC1COc2ccccc2O1 (stereo not drawn)	3&-3	-1%	·	0	-8%	0%[57.1 µM]	-10%	-5%	-3%&0%&0%&-5%
O=C1Nc2ccc(Br)cc2/C1=C/C1CC=CCC1 (stereo not drawn)	3	-22%	0.0%	0	16%	-4%	-18%	1%	19%
C=CCNc1cnn(-c2ccc(C)cc2)c(=O)c1Sc1ccc(C)cc1	-1	-2%	11%	-1	7%	-3%	-23%	0%	-2%
CC1=CC=CN2C1=NC(=O)CC2(C)C(=O)N(CC(=O)NC1CCCC1)c1cc(C)cc(C)c1 (stereo not drawn)	7	4%	7.2%	-2	5%	312%[activator]	-22%	2%	-4%
O=C(NNC(=O)c1cccc2ccccc12)c1cccc(F)c1	1	2%	·	-5	-6%	2%	-29%	0%	3%

Further compounds follow:
SMILES	PI4K2A inh	Vif-A3G inh	RXFP1 agonist	LDHA inh	Vif-APOBEC3F blk	TrxR1 substrate	USP1 inh	mIDH1 inhibitor	Glioma ERSR ind
O=C(O)c1[nH]c2ccc([N+](=O)[O-])cc2c1-c1ccccc1	-4	1%	-3.6%	-10	3%	1%	-19%	-14%	-5%
O=[N+]([O-])c1ccccc1S(=O)(=O)n1nnc2ccccc21	2	0%	1.0%	-3	-11%	-3%	-12%	5%	-6%
FC(F)(F)c1cc(CCN2C(=S)NC[C@@H]2c2ccccc2)cc(C(F)(F)F)c1	3	-2%	0.0%	1	1%	-9%	?	14%	-2%
COc1ccc(-n2nc(C(=O)NCC(=O)N3CC(C)CC(C)C3)c3ccccc3c2=O)c(OC)c1 (stereo not drawn)	2	1%	5.6%	0	0%	2%	-22%	0%	-2%
Cc1ccc(S(=O)(=O)Nc2ccc3c(c2)CCCN3C(=O)c2cccs2)cc1	0	-3%	-1.6%	-4	-8%	9%[57.1 µM]	-19%	0%	-3%
COc1cc(CN2CCCCCC2)c([N+](=O)[O-])cc1OC	4	6%	2.9%	6	2%	-4%	-2%	-3%	0%
COc1ccc(-n2ncc3c(N4CCC(C)CC4)ncnc32)cc1	-4	3%	1.6%	-1	-6%	14%	?	2%	-8%
CC(C)Oc1ccc2c(=O)c(-c3ccccc3)coc2c1	-5&-3&-2	1%	0.8%&-0.4%	-6	4%	6%	-24%	15%	-4%&-5%&1%
COC(=O)c1ccc(Cn2c(=O)cc(C)c3c(C)nn(C)c32)cc1	-1	0%	-0.2%	1	0%	-2%[57.1 µM]	-12%	2%	-3%
Cc1ccc(S(=O)(=O)NCC(c2cccnc2)N2CCOCC2)cc1 (stereo not drawn)	4	0%	0.1%	0	0%	3%	-14%	13%	-5%
CCN(CC)S(=O)(=O)c1ccc(OC)c(NS(=O)(=O)Cc2ccccc2)c1	1	-1%	4.3%	-9	4%	1%	-20%	-4%	-5%
CN(C)C(=O)CCc1ccc2c3c([nH]c2c1)[C@]1(C)[C@@H](C(=O)N2CCCCC2)C[C@H](CC(=O)NCCN2CCOCC2)C(=O)N1CC3	2	-5%	·	0	-1%	-1%	-9%	-1%[38.3 µM]	-3%
O=C(/C=C/c1cccc([N+](=O)[O-])c1)N1CCN(Cc2ccc3c(c2)OCO3)CC1	-8	-8%	-0.9%	-5	3%	-8%	-2%	-1%	-3%
Cc1ccc(C)c(NC(=O)C2CCCN(S(=O)(=O)c3ccc4[nH]c(=O)ccc4c3)C2)c1 (stereo not drawn)	0&1	-7%&-15%	?	0&-4	-6%&5%	14%[57.1 µM]	-16%&-17%	-2%&-9%	-4%&-3%
COCCNC(=O)Cn1c(=O)n(-c2ccc(C)c(C)c2)c(=O)c2c3c(sc21)CCCCC3	-2	0%	-0.2%	0	3%	4%	-10%	12%	-1%
CCCCCNC(=O)CCCCCn1c(=O)[nH]c2ccsc2c1=O	3	3%	4.7%	-16	-3%	-1%	-19%	0%	-2%
CCCCN(C)C(=O)C1CCN(CCCc2ccccc2)CC1	5	1%	-0.1%	-14	5%	-3%	-6%	9%	-6%
Cc1cc(Nc2cccc(C)c2C)n2cnnc2n1	-1	-6%	1.2%	-4	0%	-5%	1%	-10%	-1%
Cc1ccccc1CNC(=O)c1cccc(NC(=O)c2nsc3ccccc23)c1	1	0%	4.2%	1	-2%	2%[57.1 µM]	-17%	0%	-2%
Cc1ccc2c(c1)OC(c1ccc3c(c1)OCCO3)CC2=O (stereo not drawn)	-7	-4%	1.0%	0	-7%	1%	-9%	-3%	2%
Cc1ccccc1S(=O)Cc1ccc(C(=O)NCCN2CCOCC2)o1 (stereo not drawn)	5	5%	-0.3%	-2	0%	3%	-16%	-11%	-4%
COc1ccc(C(=O)NCCS(=O)(=O)N2CCc3ccccc3C2)cc1	-7	-5%	-0.6%	-4	-27%	-7%	0%	-6%	-4%
Nc1nnc(SCC(=O)OCC(=O)Nc2ccc(Br)cc2)s1	0	-2%	0.7%	-6	-10%	6%	-6%	10%	-1%
CCN1CCN(c2oc(-c3ccc(COc4ccc(OC)cc4)o3)nc2C#N)CC1	-1	1%	-0.1%	4	4%	17%	-7%	0%	-2%
C=CCNC(=O)/C(C#N)=C/c1ccc(C)o1	5	2%	1.4%	-3	-1%	-11%	-12%	16%	2%
O=C(CSc1ccc(-c2ccc(F)cc2)nn1)NCc1ccco1	-6	-8%	0.2%	-4	2%	-4%	-12%	3%	-4%
O=C(NCc1ccco1)C1CCN(Cc2ccc(F)cc2)CC1	-4	0%	1.4%	-12	7%	6%[57.1 µM]	3%	0%	-7%
O=C(CNC(=O)c1cccs1)c1ccc([N+](=O)[O-])cc1	-3	2%	0.1%	-3	2%	-2%	-22%	4%	3%
N#Cc1c2c(c(-c3ccccc3)[nH]c1=O)CCCC2	2	0%	1.1%	-4	10%	-8%	9%	3%	-1%
OC(CNCc1ccccc1)(c1ccccc1)c1ccccc1	2	-2%	-0.2%	-2	0%	-2%	-22%	-6%	0%

Copied from the list.
In TrxR1 substrate, `Cc1cc(Nc2cccc(C)c2C)n2cnnc2n1` has the entry -5%
In TrxR1 substrate, `CC(C)Oc1ccc2c(=O)c(-c3ccccc3)coc2c1` has the entry 6%
